KDM5B inhibitor – KDM5B demethylase inhibition. Q9UGL1. KDM5B demethylase, FDH-coupled NADH fluorescence (FDH is formaldehyde dehydrogenase). Potency, µM (titrated, usually from 57.7 µM), without a hit: at the highest dose activity change, negative = inhibition, usual class: inhibitors. 220,000 compounds, 2.6% hits. AID 1347165; active means well fitted inhibition curve with a large enough effect; inconclusive means small, poorly fitted or top-dose-only effect; inactive means no such curve, though single readings can be large or run the other way; further: 0% is about no effect; nearly all actives have a fitted effect of over 70% in size
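Measured: NADH fluorescence change, 30 min, RT. System: KDM5BΔAP 200 nM final, H3K4me3 peptide, α-KG, Fe(II), ascorbate, NAD⁺ plus FDH, pH 7.5 HEPES. Compounds: titrated, 10 min pre-incubation with enzyme.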
The depositor's hits bear a star; i = inactive; u = inconclusive; [ ] = remark or other dose. Potency means the concentration at half of the fitted maximal effect.

Sample of the layout:
SMILES | KDM5B inhibitor
S=c1sc(SCc2ccccc2)c(SCc2ccccc2)s1 | u
O=C(Cn1nnc2sc(-c3ccccc3)cc2c1=O)Nc1ccccc1 | 2.1%

The whole of this part, from the start:
SMILES | KDM5B inhibitor
S=c1sc(SCc2ccccc2)c(SCc2ccccc2)s1 | u
O=C(Cn1nnc2sc(-c3ccccc3)cc2c1=O)Nc1ccccc1 | 2.1%
Cc1noc2c(-c3cccnc3NCc3cccnc3)cc(-c3ccccc3)nc12 | u
CCOc1ccc(-n2nc3ccc(NC(=O)c4ccc(OC)c(Cl)c4)cc3n2)cc1 | u
CC(=O)c1[nH]c(C)c(C(=O)N2CCCC(O)(CNC(=O)N(C)C)CC2)c1C (stereo unspecified) | 2.9%
COc1ccccc1NC(=O)CSc1nnc(NC(=O)Nc2ccc(C)cc2)s1 | -12.8%
Cc1cc(C(=O)N2CCCCCCNC(=O)CC2c2ccccc2)nn1C (stereo unspecified) | -7.5%
CCC(C(=O)NCc1ccc(OC)cc1)c1ccccc1 (stereo unspecified) | -1.9%
COC(=O)c1c(NC(=O)c2ccc(C(C)(C)C)cc2)sc2c1CCC(C)C2 (stereo unspecified) | -11.9%
COc1ccc(C(=O)NCc2nnc3ccc(-c4ccc(Cl)cc4)nn23)cc1OC | u
O=C(c1nc(-c2ccc(F)cc2)c2ccccn12)N1CCOCC1 | 31.6µM*
CCOc1ccccc1CNCc1c(C(=O)O)c(C)n(Cc2ccc(C)cc2)c1C | 7.0%
CCOc1ccccc1C(=O)N1CCC(N2C(=O)CCC2C(=O)NCc2ccccc2)CC1 (stereo unspecified) | -3.3%
Cc1cccc(N2CCN(C(=O)CCc3c(C)nc4c(c3C)c(=O)n(C)c(=O)n4C)CC2)c1C | -16.6%
Cc1cccc(CNC(=O)c2cc3cc(S(=O)(=O)N4CCCCC4)ccc3n2C)c1 | u
O=C(COc1ccc(Cl)cc1)NC1CCc2n[nH]c(=O)n2CC1 (stereo unspecified) | -7.8%
Cc1cccc2c(C3CCN(S(=O)(=O)c4cc(Cl)cc(Cl)c4)CC3)c[nH]c12 | u
O=S(=O)(c1ccccc1)c1nnn2c1nc(NC1CCCCC1)c1sccc12 | -12.8%
Cc1cccc(CN2CCC(CNC(=O)Cn3ncc4c([nH]c5ccc(C)cc54)c3=O)CC2)c1 | -27.6%
Cn1c(SCC(=O)Nc2ccc3[nH]c(=O)[nH]c3c2)nnc1-c1ccc(F)cc1 | 20.9%
CCOC(=O)COc1ccc(/C=N/NC(=O)C(O)(c2ccccc2)c2ccccc2)cc1 | u
O=C(O)/C=C/c1ccc(Cl)s1 | 18.0%
COC(=O)c1sccc1S(=O)(=O)N(CC(=O)NCc1ccccc1)c1ccc(C)c(C)c1 | -6.1%
CCc1ccc(-n2c(=O)c3sc4ccccc4c3n(CC(=O)NC3CCCC3)c2=O)cc1 | -13.9%
Cc1[nH]c2ccccc2c1C(=O)C(=O)NC1CC(=O)N(c2ccccc2)C1 (stereo unspecified) | 6.7%

Following part
SMILES | KDM5B inhibitor
O=C(Cc1ccc(S(=O)(=O)N2CCCC2)s1)Nc1cccc([N+](=O)[O-])c1 | -4.3%
O=C(NC1(C(F)(F)F)C(=O)Nc2c1c(=O)[nH]c(=O)n2-c1ccccc1)c1ccccc1 (stereo unspecified) | -5.2%
CSc1cccc(NC(=O)/C=C/c2cccc3ccccc23)c1 | -4.3%
O=C(NC12CC3CC(CC(C3)C1)C2)c1cccc(I)c1 | 2.6%
CCCc1noc(-c2cccn3c(CNC(=O)COc4cccc(C)c4)nnc23)n1 | u
COc1ccc(-n2nc3c(c2NC(=O)C(=O)NCc2ccccc2)CSC3)cc1 | -9.8%
CCCN1CCCn2nc(CNC(=O)Nc3ccccc3SC)cc2C1 | -6.3%
COc1ccc(CCNC(=O)c2nnn3cc(-c4ccccc4)[nH]c(=O)c23)cc1OC | u
O=C(COC(=O)CCN1C(=O)C2CC=CCC2C1=O)NCCc1ccccc1 (stereo unspecified) | 25.5%
CC(C)(C)NC(=O)c1ccc2c(c1)CCCN2C(=O)c1ccc(Cl)cc1 | -6.6%
CC1CCCN(S(=O)(=O)c2cc3cc(Cl)ccc3oc2=O)C1 (stereo unspecified) | -9.6%
O=c1[nH]c(=S)n(C2CCCCC2)c(O)c1C=NCCN1CCOCC1 | 12.0%
COc1ccc(-c2ccc3ncn(C4CC4)c(=O)c3n2)cc1OC | -1.5%[86.2 µM]
Cc1cn2nc(C(=O)Nc3ccc(C(F)(F)F)cc3)cc2c(N2CCSCC2)n1 | 28.2µM*
Oc1ccccc1-c1nc2cnccn2c1Nc1ccc(Cl)cc1 | u
CCc1cccc(NC(=O)c2cc(-c3ccccc3)n[nH]2)c1 | -24.4%
COc1cc2ccccc2cc1C(=O)N1CCN(c2nc3c(F)cccc3s2)CC1 | -2.1%
CN(Cc1ccccc1)C(=O)C[C@@H]1c2nc(NC(=O)c3c(F)cccc3F)sc2C[C@@H]2[C@](C)(CO)[C@H](O)CC[C@]21C | -4.1%
CCN(CC)C(=O)c1sc(NC(=O)C(C)Sc2nc(-c3ccccc3)cc(C(F)(F)F)n2)c(C(=O)OC)c1C (stereo unspecified) | -19.3%
Cn1ncc(N2CCC(CNC(=O)c3ccccc3-n3cncn3)C2)cc1=O (stereo unspecified) | -23.6%
CC1CCC2(CC1)OCC(C(=O)NCC1CCCO1)N2C(=O)c1cccc([N+](=O)[O-])c1 (stereo unspecified) | u
COc1c(Br)cc(/C=C(\C#N)c2nc3ccccc3[nH]2)c(OC)c1Br | u
Cc1ccccc1C(=O)N1CC2(Cc3ccccc3C(=O)N2)C1 | 13.3%[149 µM]
COc1cccc(-c2cnc([C@@H]3COCCN3Cc3ccccc3)[nH]2)c1 | -0.3%[86.2 µM]
CN(C(=O)c1cc(C2CC2)nc2ccccc12)c1ccccc1 | 6.9%

Some of the entries so far, field by field:
SMILES: O=C(Cc1ccc(S(=O)(=O)N2CCCC2)s1)Nc1cccc([N+](=O)[O-])c1
  KDM5B inhibitor = -4.3%

SMILES: O=C(NC1(C(F)(F)F)C(=O)Nc2c1c(=O)[nH]c(=O)n2-c1ccccc1)c1ccccc1 (stereo unspecified)
  KDM5B inhibitor = -5.2%

SMILES: CSc1cccc(NC(=O)/C=C/c2cccc3ccccc23)c1
  KDM5B inhibitor = -4.3%

(continued)
SMILES | KDM5B inhibitor
Cc1cc(F)ccc1NC(=O)c1cnc2c(c1)N(C(=O)CCc1ccccc1)CCC2 | 3.0%[86.2 µM]
O=C(Nc1ccc(-c2nc3ccccc3o2)cc1)c1ccc([N+](=O)[O-])o1 | 3.4%
CCc1[nH]c2c(CNC(=O)c3cnc(C)nc3)cc(C)cc2c1C | u
CCCN(CC1CC1)C(=O)C1CCCN(Cc2ccncc2)CCC(=O)NCC1 (stereo unspecified) | u
CNC(=O)c1nn(CC(=O)N(C)C2CCCCC2)c(=O)c2ccccc12 | 17.3%
Nn1c(SCc2ncc(-c3ccccc3)o2)nnc1-c1ccc(Cl)cc1 | u
CCCN(C(=O)CCc1nc(-c2ccc(C)cc2)no1)c1ccc(OCC)cc1 | u
Cn1cccc1C(=O)N[C@H]1C[C@H]2C(=O)Nc3ccc(/C=C/c4ccccc4)cc3C(=O)N2C1 | u
CCNC(=O)c1ccc(CN(c2ccccc2)S(C)(=O)=O)cc1 | 9.5%
COC(=O)CCOc1ccc(OCCC(=O)OC)c(N)c1 | -4.1%
CCn1c(SC(C(=O)N2CCCC2)c2ccccc2)nnc1-c1ccccc1OC (stereo unspecified) | 24.3%
COc1ccc2c(c1)OCC(C(=O)NCCNc1cc(C)ccn1)C2 (stereo unspecified) | u
CN(c1ccccc1)c1cc(Br)nc(Br)c1 | -16.2%
CN(C)c1cccc(C(=O)Nc2cccc(C#N)c2)c1 | -4.4%
COc1ccc(S(=O)(=O)NCCc2sc(-c3cccc(F)c3)nc2C)cc1 | u
O=C(Cn1nc(C(=O)O)c2ccccc2c1=O)Nc1cccc(S(=O)(=O)N2CCOCC2)c1 | -5.3%
COc1ccc(CN(C)C(=O)NCc2ccc(S(=O)(=O)N3CCCCC3)cc2)cc1 | -3.0%
Cc1cccc(-c2ccc3c(c2)C(=O)N2CC[C@H](NC(=O)COCC(=O)O)[C@H]2C(=O)N3)c1C | u
CNC(=O)N1CCC(n2c(C)cnc2-c2ccccc2)CC1 | -9.4%
COc1ccc(OC)c(NC(=O)Cn2cnc3sc(C)c(S(=O)(=O)N4CCN(c5ccccc5OC)CC4)c3c2=O)c1 | 13.2%
COCCOC1CCN(C(=O)NCCc2ccccc2)CC1 | -9.7%
Cc1c(C)c(C)c(C(=O)CCc2cccc(NC(=O)CCC(=O)O)c2)c(C)c1C | 41.4%[activator]
CC1CCN(C(=O)c2nc3nc(-c4ccco4)cc(C(F)(F)F)n3n2)CC1 | u
COc1ccc(CCNC(=O)CN2C(=O)NC3(CCOCC3)C2=O)cc1OC | -6.6%
Cc1cc(Cl)ccc1NC(=O)COC(=O)CCNS(=O)(=O)c1ccccc1 | 24.6%

Another view of some results above.
| SMILES | KDM5B inhibitor |
| --- | --- |
| CCc1[nH]c2c(CNC(=O)c3cnc(C)nc3)cc(C)cc2c1C | u |
| CCCN(CC1CC1)C(=O)C1CCCN(Cc2ccncc2)CCC(=O)NCC1 (stereo unspecified) | u |
| CNC(=O)c1nn(CC(=O)N(C)C2CCCCC2)c(=O)c2ccccc12 | 17.3% |

Next results follow.
SMILES | KDM5B inhibitor
COc1ccc(-c2nc(CN3CCC(C(=O)NCCN(CC(C)C)CC(C)C)CC3)c(C)o2)cc1OC | u
CCc1ccc(NC(=O)CSc2nc(C)c(C(=O)Nc3ccccc3)c(-c3ccc(OC)c(OC)c3)c2C#N)cc1 | u
COc1cc(/C=N/O)ccc1O | 2.3%
COc1ccc(S(=O)(=O)Nc2nc3ccccc3nc2Nc2ccccc2F)cc1 | 6.8%
Cc1ccc2oc(C(=O)Nc3cccc(-c4nc5ccccc5s4)c3)c(C)c2c1 | u
COCC1CN(C)CC12CCN(S(=O)(=O)c1cccc(OC)c1)CC2 (stereo unspecified) | u
CC(C)(C)OC(=O)N1CCC(c2c(C(=O)N3CCCCC3)cnn2-c2ccc(F)cc2F)CC1 | 7.9%
CC(=O)Nc1ccc(-c2nc(NC3CCCCC3)sc2C)cc1 | -1.9%
Cc1cccc(NC(=O)N2CC(Oc3ccccc3-c3nc(-c4ccccc4)no3)C2)c1 | u
Cc1ccc(C)c(-c2cc3c(=O)n(CCNC(=O)c4ccccc4)ccn3n2)c1 | 0.6%
Nc1ccc2nc(-c3ccc(O)cc3)sc2c1 | i
COc1cc(/C=N/O)c(Br)c(Br)c1OC | -1.6%
CC(C)CNc1ccc2c(n1)C(C)(C(=O)NC1CC1)CN(Cc1ccccc1)C2 (stereo unspecified) | 26.5%[86.2 µM]
N#Cc1nc(-c2ccc(COc3ccccc3)o2)oc1N1CCCCC1 | u
Cc1nn(C)cc1-c1cc(C(F)F)c2c(C3CC3)nn(CC(=O)O)c2n1 | 57.6%[activator]
O=C(CCC1CCCCC1)NCc1ccc(Cl)cc1 | 15.7%
CC(C)Oc1ccc(C(=O)N2CCCCC2CCN2CCCCC2)cc1 (stereo unspecified) | -1.3%
COc1ccc(S(=O)(=O)N2CCC(n3c(C(F)(F)F)nc4cccnc43)CC2)cc1OC | -45.5%
Fc1ccc(CSc2nnc(-c3c[nH]c4ccccc34)n2C2CC2)c(Cl)c1 | 2.0%
CCc1[nH]nc(C(=O)N2CCC(c3[nH]ncc3-c3cccc(C)c3)CC2)c1C | -0.5%
Cc1cc(N2C[C@H](NC(=O)CN3CC(=O)NC3=O)[C@@H](C3CC3)C2)ncn1 | 11.4%
O=S(=O)(c1cccc(F)c1)N1CCC(Oc2ccc(-n3cnnn3)cc2)CC1 | -1.6%
COCCNc1ccc(-c2noc([C@@H]3CCCN3Cc3ccccc3F)n2)cn1 | u
CCN(CC)C(=O)CC[C@@H]1CNC(=O)[C@@H]2C[C@H](NCc3ccccc3)CN12 | u
Cc1ccc(CNC2CCCc3c2cnn3Cc2ccccc2)s1 (stereo unspecified) | -21.6%

Carrying on.
SMILES | KDM5B inhibitor
CC(C)CCNC(=O)c1ccc(N2CC3CC(C2)[C@H]2CCCC(=O)N2C3)nc1 (stereo partly specified) | u
COC(=O)c1c(C)[nH]c(C(=O)COc2ccc3ccc(=O)oc3c2)c1C | u
CCc1cccc(NC(=O)Cc2n[nH]c(=O)c3ccccc23)c1 | 12.9%
C=CCn1c(SCc2coc(-c3ccc(Cl)cc3)n2)nnc1C1CCS(=O)(=O)C1 (stereo unspecified) | 14.3%
CCCCN1C(=O)C(O)(CC(=O)c2cccnc2)c2ccccc21 (stereo unspecified) | 20.2%
COc1ccc(C(=O)Nc2ccccc2-c2nc3ccccc3s2)c(OC)c1 | u
COc1ccc(NCc2cc3ccc(OC)cc3n(CC(=O)Nc3cccc(OC)c3)c2=O)cc1 | u
Cc1cc(F)ccc1NC(=O)CCn1nc(C)c(S(=O)(=O)N2CCCCC2)c1C | -0.9%
O=C(Cc1cccc(Cl)c1)N1CCn2c(nnc2-c2ccccc2)C1 | 0.9%
CC1(C)CC(=O)C2=C(C1)Nc1nonc1NC2c1ccccc1 (stereo unspecified) | -7.7%
COc1cccc2cc(C(=O)NCCN3CCOCC3)c(=O)oc12 | u
Cc1c(C(=O)N(Cc2ccccc2)C(C)C)cnn1-c1ccccc1 | 12.6%
CCOC(=O)C1C(=O)C=C(c2ccc(C)cc2)CC1c1cccs1 (stereo unspecified) | 5.2%

Only part of the results is shown; rates above refer to the full screens.
